Screening results (PubChem BioAssay)
APOBEC3A inh: APOBEC3A ssDNA deaminase inhibitors, primary screen, selectivity assay for APOBEC3G inhibitor project, biochemical, FAM/TAMRA oligo cleavage fluorescence | DNA dC->dU-editing enzyme APOBEC-3A (Homo sapiens), P31941 | recombinant A3A, FAM/TAMRA ssDNA deamination fluorescence | inhibition, % at 20 µM | actives 0.41% (n = 330,000) | AID 493011, 2011;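 active means at least 40% inhibition at 20 µM here, with at most 30% in a related deaminase screen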;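 further: plate controls were A3A with DMSO for no effect and wells lacking A3A enzyme for full effect; some results filed as inactive read as strong as hits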
Target sequence (P31941 whole entry, looked up): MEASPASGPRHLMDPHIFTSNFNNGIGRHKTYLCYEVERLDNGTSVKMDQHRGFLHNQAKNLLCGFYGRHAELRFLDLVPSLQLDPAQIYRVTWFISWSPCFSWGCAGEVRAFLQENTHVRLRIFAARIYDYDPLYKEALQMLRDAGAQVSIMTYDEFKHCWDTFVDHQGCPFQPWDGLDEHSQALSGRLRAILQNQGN
hIAP inh: human IAP inhibitors, primary screen, biochemical, luminescence, uHTS. Intestinal-type alkaline phosphatase (Homo sapiens), P09923. purified IAP, CDP-Star luminescence, 30 min. inhibition, % at 10 µM. actives 0.12% (n = 330,000). AID 2544, 2010;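 active means inhibition reaching a set limit with compound at 10 µM in the primary screen, cut at about 35% in these data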;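 further: plate controls were DMSO wells with enzyme for no effect and no-enzyme buffer wells for full effect; values of inactives mirror those of a sister screen read the other way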
Target sequence (P09923 whole entry, looked up): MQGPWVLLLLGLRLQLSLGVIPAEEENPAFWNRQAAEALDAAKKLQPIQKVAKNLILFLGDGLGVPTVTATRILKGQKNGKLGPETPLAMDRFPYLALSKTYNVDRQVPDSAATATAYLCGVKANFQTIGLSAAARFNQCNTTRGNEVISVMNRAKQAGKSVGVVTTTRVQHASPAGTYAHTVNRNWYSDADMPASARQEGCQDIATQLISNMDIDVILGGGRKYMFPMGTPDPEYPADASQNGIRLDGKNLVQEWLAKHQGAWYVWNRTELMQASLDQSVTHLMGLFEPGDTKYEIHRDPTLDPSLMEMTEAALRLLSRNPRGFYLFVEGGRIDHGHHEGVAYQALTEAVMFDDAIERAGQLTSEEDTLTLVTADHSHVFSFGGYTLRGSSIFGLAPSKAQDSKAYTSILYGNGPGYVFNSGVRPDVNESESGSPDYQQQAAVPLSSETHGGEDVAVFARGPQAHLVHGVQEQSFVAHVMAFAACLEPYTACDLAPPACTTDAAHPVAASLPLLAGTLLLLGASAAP
NR3A LBD binder: binders of NR3A ligand-binding domain, primary screen, biophysical, differential scanning fluorimetry, uHTS. Glutamate receptor ionotropic, NMDA 3A (GRIN3A) ligand-binding domain. Tm shift relative to glycine control, % at 25 µM. actives 2.5% (n = 340,000). NR3A LBD differential scanning fluorimetry, Tm shift; 0% = protein alone, 100% = glycine-bound protein;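 active means melting temperature shift of at least 10% of the positive control shift, at one fixed dose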
MPTP inh: mitochondrial permeability transition pore inhibitors, primary screen, biochemical, isolated mouse mitochondria, absorbance. actives 1.4% (n = 360,000). inhibition, % at 10 µM. Ca2+ swelling absorbance, 30 min;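 active means inhibition of 50% or more, scaled per plate between neutral and stimulator controls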;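 further: 0% = DMSO wells given calcium and 100% = 1 mM EGTA wells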
mIAP activ: activators of mouse IAP, primary screen, biochemical, luminescence, uHTS; muIAP, CDP-Star luminescence, 30 min; hits give high values; 1 = vehicle-only enzyme signal, 0 = enzyme-free wells; activation factor at 10 µM; actives 0.24% (n = 330,000); intestinal alkaline phosphatase [Mus musculus];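 active means activation factor of at least 2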; further: the source names both 10 and 20 µM as test concentration; values of inactives mirror those of a sister screen read the other way
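Assay system: mouse IAP enzyme; Reagent: CDP-Star chemiluminescent phosphatase substrate; Compound: DMSO-dissolved test compounds; Incubation: 30 min, room temperature; Technique: luminescence from enzymatic CDP-Star hydrolysis; Controls: DMSO-only wells and no-enzyme negative control.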
MIN6 prolif: inducers of MIN6 beta-cell proliferation, primary screen, ATP luminescence, uHTS | actives 0.29% (n = 330,000) | MIN6 cells proliferation, ATPlite luminescence, 48 h; cells starved in 0.2% serum; 100% = growth in 10% serum | proliferation, % at 10 µM | AID 2380, 2010;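 active means compounds whose signal lies at least 3.5 SD above the mean of all wells on their plate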;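 further: 0% = DMSO-treated cells in low-serum medium and 100% = 10% serum control; some compounds called inactive have numbers as strong as hits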
mIAP inh: inhibitors of mouse IAP, primary screen, biochemical, luminescence, uHTS. intestinal alkaline phosphatase [Mus musculus]. purified mouse IAP, CDP-Star luminescence, 30 min. inhibition, % at 10 µM. actives 0.2% (n = 330,000);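 active means inhibition of at least 40% at 10 µM in the primary screen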;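 further: plate controls were DMSO with enzyme for no effect and no enzyme wells for full effect; values of inactives mirror those of a sister screen read the other way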
APOBEC3G inh: APOBEC3G DNA deaminase inhibitors, primary screen, biochemical, fluorescence, single-stranded DNA substrate, uHTS | DNA dC->dU-editing enzyme APOBEC-3G (Homo sapiens), Q9HC16 | actives 0.28% (n = 330,000) | AID 493012, 2011 | recombinant A3G, ssDNA deamination FAM/TAMRA fluorescence | inhibition, % at 20 µM;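 active means inhibition of at least 40% at 20 µM, with no more than 30% in the related APOBEC3A deaminase screen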;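 further: plate controls were DMSO wells with A3G for no effect and wells lacking A3G enzyme for full effect; some compounds called inactive have numbers as strong as hits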
Target sequence (Q9HC16 whole entry, looked up): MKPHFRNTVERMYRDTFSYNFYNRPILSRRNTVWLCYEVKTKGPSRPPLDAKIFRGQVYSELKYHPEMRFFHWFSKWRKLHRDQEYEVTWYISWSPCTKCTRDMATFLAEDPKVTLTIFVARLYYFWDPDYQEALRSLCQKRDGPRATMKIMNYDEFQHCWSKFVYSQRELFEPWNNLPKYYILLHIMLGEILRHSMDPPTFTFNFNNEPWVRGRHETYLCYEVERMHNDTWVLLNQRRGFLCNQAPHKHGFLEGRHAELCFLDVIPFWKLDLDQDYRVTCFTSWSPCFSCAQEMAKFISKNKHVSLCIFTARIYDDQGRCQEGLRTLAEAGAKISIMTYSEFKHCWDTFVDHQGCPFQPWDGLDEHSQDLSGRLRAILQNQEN
hIAP act: human IAP activators, primary screen, biochemical, luminescence, uHTS. Intestinal-type alkaline phosphatase (Homo sapiens), P09923. purified human IAP, CDP-Star luminescence, 30 min; hits give high values; 1 = vehicle-only enzyme, 0 = enzyme-free background. activation factor at 10 µM. actives 0.16% (n = 330,000);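 active means activation factor of the enzyme at least 2-fold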; further: the source names both 10 and 20 µM as test concentration; values of inactives mirror those of a sister screen read the other way
The depositor's hits bear a star; / = no result given.

SMILES	APOBEC3A inh	hIAP inh	NR3A LBD binder	MPTP inh	mIAP activ	MIN6 prolif	mIAP inh	APOBEC3G inh	hIAP act
Cc1ccc(S(=O)(=O)N2CCC(=O)N(C(CO)Cc3ccccc3)CC2)cc1 (stereo not given)	-3	-9	2	0.1	1.1	6	-11	-10	1.1
O=C(/C=C/c1ccccc1[N+](=O)[O-])NCc1ccncc1	0	10	0	-0.6	1	1	0	-6	0.9
COc1ccc(OC)c(S(=O)(=O)N2CCNCC2)c1	0	-20	1	1.3	1.1	-1	-5	-2	1.2
CC1CCCCC1NC(=O)c1ccc(N2CCCC2=O)cc1 (stereo not given)	8	8	1	0.1	1.1	-3	-6	1	0.92
COc1ccc(CC(=O)NC2CCCCCC2)c(OC)c1	0	8	1	-0.3	1.1	5	-15	-4	0.92
CN(C)S(=O)(=O)c1cccc(NC(=O)COC(=O)C2(c3ccccc3F)CCCC2)c1	4	5	-11	14	1.2	-4	-18	-7	0.95
CC1CCN(CC(=O)Nc2ccc(S(=O)(=O)NC3CC3)cc2)CC1	-2	1	0	-0.7	0.97	-3	2	-3	0.99
COC(=O)C(C)Sc1nc2c(cnn2-c2ccc(F)cc2)c(=O)[nH]1 (stereo not given)	3	-9	0	0.8	1	-2	0	10	1.1
O=C(O)c1ccnc(SCC(=O)c2ccccc2)c1	1	-4	-1	0.8	0.97	0	3	-3	1
O=C(Nc1ccc(NC(=O)c2cccc([N+](=O)[O-])c2)cc1)c1cccc([N+](=O)[O-])c1	-6	-7	2	2.0	1.1	-1	-5	-5	1.1
O=C(COC(=O)CNS(=O)(=O)c1ccc2ccccc2c1)Nc1ccc2c(c1)OCO2	3	2	-6	-0.8	0.95	-2	5	-3	0.98
CN(c1ccccc1)S(=O)(=O)c1cccc(NC(=O)c2nn(C)c(=O)c3ccccc23)c1	3	-7	0	0.0	1	-5	0	-7	1.1
O=C(NCCCN1CCOCC1)c1ccc(S(=O)(=O)Nc2ccccc2F)cc1	-3	1	0	-1.8	0.97	-3	3	-2	0.99
COc1ccc(/C=C2/C(=O)OCc3cc(OC)c(OC)cc32)c(OC)c1	-1	-10	24*	-1.8	1.1	0	-10	-9	1.1
Cc1ccc(S(=O)(=O)NCC(=O)OCC(=O)N2CCN(C(=O)c3ccco3)CC2)cc1C	2	-8	-2	-1.6	0.89	-6	11	0	1.1
COc1cc(C(=S)N2CCOCC2)ccc1OS(=O)(=O)c1ccc(NC(C)=O)cc1	2	-15	0	9.1	0.94	-2	6	-7	1.1
O=C(O)c1cccc(N=NN2CCCCCC2)c1	1	6	0	0.1	0.94	-1	6	-7	0.94
S=C(NCc1ccc(Cl)cc1Cl)NC1CCCCC1	-3	-32	32*	106*	5.4*	-6	-440	-6	1.3
CC(NC(=S)Nc1ccccc1)C1COc2ccccc2O1 (stereo not given)	0	-4	-8	83*	1.7	-2	-67	-4	1
COC(=O)c1cc(NC(=O)CC2C(=O)NCCN2C(=O)c2ccc(F)cc2)cc(C(=O)OC)c1 (stereo not given)	3	-2	0	0.6	0.9	0	10	-5	1
C/C(N)=C(/C#N)C(=O)CSc1ncnc2ccccc12	2	14	2	-0.3	0.94	2	6	-4	0.86
C=C(C)CSC1=C(C#N)C(c2ccccc2)CC(=O)N1 (stereo not given)	3	20	-1	1.0	1.1	-3	-6	-1	0.8
Cc1cccc(-c2noc(CCCC(=O)Nc3cccnc3)n2)c1	0	-15	0	3.9	0.98	-3	2	-5	1.1
O=C(O)c1ccc(O)c(O)c1	3	-8	-3	-1.5	0.66	-3	34	-5	1.1
COc1ccccc1N1CCN(C(=O)C2CCCN(c3ncnc4c3nc3n4CCCCC3)C2)CC1 (stereo not given)	-1	0	-2	-0.9	0.96	7	4	0	1

Reprinted from the part before: 4 entries, then new ones.
SMILES	APOBEC3A inh	hIAP inh	NR3A LBD binder	MPTP inh	mIAP activ	MIN6 prolif	mIAP inh	APOBEC3G inh	hIAP act
C=C(C)CSC1=C(C#N)C(c2ccccc2)CC(=O)N1 (stereo not given)	3	20	-1	1.0	1.1	-3	-6	-1	0.8
Cc1cccc(-c2noc(CCCC(=O)Nc3cccnc3)n2)c1	0	-15	0	3.9	0.98	-3	2	-5	1.1
O=C(O)c1ccc(O)c(O)c1	3	-8	-3	-1.5	0.66	-3	34	-5	1.1
COc1ccccc1N1CCN(C(=O)C2CCCN(c3ncnc4c3nc3n4CCCCC3)C2)CC1 (stereo not given)	-1	0	-2	-0.9	0.96	7	4	0	1
COC(=O)c1cccc(Oc2cccc(C(F)(F)F)c2)n1	1	7	0	-1.5	0.94	-1	6	-3	0.93
COc1cccc(CN2CCN(Cc3ccon3)CC2CCO)c1 (stereo not given)	-2	-19	-21	0.7	0.99	-1	0	-7	1.2
C/C(=N\NC(=O)COc1ccc(C(C)(C)C)cc1)c1ccc(N2CCOCC2)cc1	0	-13	1	0.9	1.1	-4	-6	2	1.1
Cn1c(SCC(=O)Nc2ccc3cn[nH]c3c2)nnc1-c1cnccn1	-1	-4	0	-2.6	0.98	-2	2	-3	1
COc1cc(C(=O)N[C@@H](C)C(=O)NCc2ccco2)cc(OC)c1OC	2	3	-1	0.4	0.93	-3	7	1	0.97
O=C(Nc1cccc(S(=O)(=O)Nc2ccccc2Cl)c1)c1ccc(N2CCCC2)c([N+](=O)[O-])c1	-1	22	11*	9.9	1	-2	0	-8	0.78
CC(Oc1ccc2c(-c3ccccc3)cc(=O)oc2c1)C(=O)N1CCC[C@@H]1C(N)=O (stereo not given in full)	-1	-3	-2	-0.2	0.92	-2	8	-10	1
O=C(C1CN(C(=O)c2cc3cc(Cl)ccc3o2)c2ccccc2O1)N1CCCCC1 (stereo not given)	3	-2	1	0.8	1	-6	-2	-6	1
O=C(C1CCCCN1S(=O)(=O)c1ccccc1)N1CCN(C(c2ccccc2)c2ccccc2)CC1 (stereo not given)	0	14	0	3.9	1	-5	-2	-4	0.86
Cc1csc(=O)n1CC(=O)OCC(=O)Nc1ccc(F)c(F)c1	-2	3	2	2.0	0.96	5	4	-2	0.97
CCOC(=O)CSc1nc2ccccc2n1CC(=O)N1CCN(c2ccccc2)CC1	-2	11	-1	0.0	0.91	-3	9	-7	0.89
CCOc1ccc(CCNC(=O)CCOc2cc(C)ccc2C)cc1OCC	4	-28	1	0.0	1.1	-4	-6	-1	1.3
COc1cccc(C(=O)CC(=O)C(=O)Nc2cc(OC)c(OC)c(OC)c2)c1	-3	3	/	/	1.1	-4	-7	-2	0.97
Cc1ccc2cccc(Oc3ncnc4sc(C)c(C)c34)c2n1	-2	-6	-2	-1.8	0.93	5	7	-2	1.1
O=S(=O)(Nc1ccc(Cc2ccncc2)cc1)c1ccc(Br)s1	-6	2	-19	43	1.1	-2	-8	-4	0.98
N#Cc1ccsc1NC(=O)CSc1nncs1	-1	4	-4	-3.3	1	-5	-1	-7	0.96
COc1cccc(NC(=O)C(C)OC(=O)CCCNC(=O)c2ccc(Cl)cc2)c1 (stereo not given)	27	-16	-1	0.0	1.2	-4	-17	-3	1.2
O=C(NCCCN1CCOCC1)c1ccc(CS(=O)(=O)Cc2ccccc2Cl)o1	16	-6	0	3.4	1.1	-2	-11	0	1.1
COc1ccc(CNC(=O)C(=O)NCc2cccnc2)cc1	-1	10	-1	-2.7	0.84	-1	16	-9	0.9
O=C(CCn1c(=O)oc2ccccc21)NCCN1CCc2ccccc2C1	1	6	-2	1.7	0.97	-2	3	1	0.94
CN(Cc1nccs1)C(=O)C1CCC(=O)N(CCc2ccc(Cl)cc2)C1 (stereo not given)	-8	-48	1	-0.8	1	1	-2	-9	1.5
Cc1cc(C(=O)CSc2nnc(CCC(N)=O)n2C)c(C)n1C1CC1	-5	6	7	-1.9	0.91	2	9	-11	0.94
Cc1ccc(NC(=O)CCNC(=O)c2ccccc2)cc1F	0	8	-12	0.4	1	5	-4	-1	0.92
C/C(=N\NC(=O)c1ccc(N(C)C)cc1)c1ccc(C)c(C)c1	-4	13	2	-1.3	0.98	0	2	-4	0.87
C[C@H](NC(=O)C1CCN(S(=O)(=O)c2ccccc2)CC1)C(=O)NCc1ccc(F)cc1	2	-8	2	0.2	1.1	-4	-5	3	1.1
(more compounds)
SMILES	APOBEC3A inh	hIAP inh	NR3A LBD binder	MPTP inh	mIAP activ	MIN6 prolif	mIAP inh	APOBEC3G inh	hIAP act
NC(=O)CC(NC(=O)Cc1ccc(Br)cc1)c1ccc(N2CCN(c3ccccn3)CC2)c([N+](=O)[O-])c1 (stereo not given)	-1	5	-7	2.0	0.93	-4	7	-13	0.95
O=[N+]([O-])c1ccc(-[n+]2ccc3ccccc3c2)c([N+](=O)[O-])c1	-3	6	1	-2.1	0.94	-8	6	-6	0.94
c1ccc(-c2cn(C[C@H]3CC[C@@H]([C@@H]4CC[C@H](Cn5cc(-c6ccccc6)nn5)O4)O3)nn2)cc1	2	7	2	-0.6	1	0	-3	7	0.93
COc1cc(OC)cc(-c2nnc(SCC(=O)N(Cc3ccccc3)C(C)(C)C)o2)c1	0	7	6	2.3	0.99	-3	1	-6	0.93
CCOC(=O)c1c(C)[nH]c(C)c1S(=O)(=O)NCc1ccccc1OCC	-1	-16	2	-1.2	0.96	-2	4	0	1.2
COC(=O)c1ccc(C(=O)OC)c(NC(=O)CN2CCCCC2)c1	0	-12	-1	-1.5	0.97	1	3	5	1.1
O=C(CSc1nnc(CNC(=O)c2c(F)cccc2Cl)o1)c1ccccc1	2	14	0	-1.7	0.95	-2	5	0	0.86
CC(C)(C)c1nnc(NC(=O)C2c3ccccc3Oc3ccccc32)s1	2	-3	-2	6.5	0.88	-6	12	53*	1
Cc1ccc(NC(=O)CN2CCc3ccccc3C2)cc1S(=O)(=O)N(C)C	-2	-1	-1	-1.4	0.98	-2	2	-7	1
O=C(CS(=O)CC(=O)NC12CC3CC(CC(C3)C1)C2)Nc1ccc(F)cc1 (stereo not given)	0	-12	-3	-2.8	1	-3	-3	16	1.1
O=C(CSc1nc2nn(-c3ccccc3)c(=O)c-2c2n1CCCCC2)Nc1ccc(F)cc1F	1	3	0	-0.9	0.98	0	2	-4	0.97
NC(=O)c1ccsc1NC(=O)c1nc(-c2ccccc2)n(-c2ccccc2)n1	-4	-2	-13	-0.1	0.95	0	5	-8	1
CCc1nnc(NC(=O)CCc2ccccc2OC)s1	-3	7	-1	-2.5	1.1	1	-9	-9	0.93
Cn1c(NNC(=O)c2ccc(C(C)(C)C)cc2)cc(=O)n(C)c1=O	0	-56	-1	0.9	1	-1	-4	-2	1.6
NC(=O)CSc1nnc(-c2ccco2)n1-c1ccccc1	-3	1	-1	0.4	0.99	0	1	-3	0.99
CN(C)S(=O)(=O)NCCNC(=O)c1cc(OCC(F)(F)F)ccc1OCC(F)(F)F	0	-9	-4	1.3	0.94	-3	6	-4	1.1
